Screening results from PubChem BioAssay.
Rad51 HR inh: human RAD51 strand exchange inhibitors, primary screen, biochemical, fluorescence; DNA repair protein RAD51 homolog 1 (Homo sapiens), Q06609; hRad51 DNA strand exchange, fluorescence dequenching; inhibition, % at 10 µM; 0.085% of 200,000 active; AID 1385, 2008;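 active = inhibition above 40% at the single screening dose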;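 note: 0% = DMSO control wells and 100% = blanks with heterologous ssDNA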
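Test system – preformed human Rad51 ssDNA filaments · Reagent – Donor/quencher-labelled 47-bp dsDNA substrate · Incubation – 37 °C 15-min filament assembly, 30-min compound preincubation, 15-min exchange · Signal – FRET fluorescence dequenching, excitation 485 nm, emission 520 nm · Read-out – percent inhibition from fluorescence, normalised to plate control and blank means · Benchmarks – plate control and blank wells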
TNF necrop inh: inhibitors of TNF-alpha triggered necroptosis, primary screen, cell-based, Jurkat FADD-/-, single concentration | Jurkat FADD-/- TNF necroptosis rescue, ATP luminescence, 24 h; 0 = TNF only, 100 = no-TNF cells | 0.068% of 220,000 active | activation (protection from cell death), % at 10 µM | AID 463075, 2010;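 active = activation, meaning protection from cell death, of at least 50% relative to plate controls; inactive = activation below 50%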;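 note: necroptosis triggered by 40 ng/mL TNF-alpha added together with compound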
EBV gp42 block: Epstein-Barr virus gp42 inhibitors, primary screen, biochemical, uHTS, fluorescence polarization; Fluorescence polarization binding assay, mP read-out; AID 1085, 2008; inhibition, % (tested at 21.74 µM); 0.42% of 220,000 active; in the data active = inhibition above about 50%
Calpain2 inh: inhibitors of pig calpain II, primary screen, biochemical, fluorogenic peptide substrate, 1536-well. inhibition, % at 16 µM. purified calpain II, 30 min. 0.37% of 220,000 active;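 active = inhibition above about 50%, limit read from the data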
L929 necroptosis: inhibitors of zVAD-triggered necroptosis, primary screen, L929 cells | 0.38% of 220,000 active | viability rescue, % at 10 µM | L929 zVAD necroptosis rescue, ATP luminescence, 24 h; with zVAD 60 µM;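 active = activation, scaled between plate controls, above about 75%, limit read from the data; inactive = activation under that limit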;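 note: 0% = zVAD with DMSO and 100% = DMSO alone without zVAD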
PERK inhibitor: block of dimerizer-induced PERK translation repression, primary screen, PERK inhibitor project, CHO PERK-DD cells, SEAP luminescence, HTS | CHO PERK-DD fusion, SEAP luminescence translation reporter | inhibition, % at 5.6 µM | 0.17% of 220,000 active;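 active = inhibition above the mean inhibition of all tested compounds plus 3 SD, set separately per screening campaign, cut at about 2.9% in these data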;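 note: PERK kinase domain activated by AP20187 dimerizer at 100 nM; 0% = DMSO with dimerizer and 100% = rapamycin at 8.4 µM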
Target sequence (Q9NZJ5 whole entry, looked up, the tested form may be a part): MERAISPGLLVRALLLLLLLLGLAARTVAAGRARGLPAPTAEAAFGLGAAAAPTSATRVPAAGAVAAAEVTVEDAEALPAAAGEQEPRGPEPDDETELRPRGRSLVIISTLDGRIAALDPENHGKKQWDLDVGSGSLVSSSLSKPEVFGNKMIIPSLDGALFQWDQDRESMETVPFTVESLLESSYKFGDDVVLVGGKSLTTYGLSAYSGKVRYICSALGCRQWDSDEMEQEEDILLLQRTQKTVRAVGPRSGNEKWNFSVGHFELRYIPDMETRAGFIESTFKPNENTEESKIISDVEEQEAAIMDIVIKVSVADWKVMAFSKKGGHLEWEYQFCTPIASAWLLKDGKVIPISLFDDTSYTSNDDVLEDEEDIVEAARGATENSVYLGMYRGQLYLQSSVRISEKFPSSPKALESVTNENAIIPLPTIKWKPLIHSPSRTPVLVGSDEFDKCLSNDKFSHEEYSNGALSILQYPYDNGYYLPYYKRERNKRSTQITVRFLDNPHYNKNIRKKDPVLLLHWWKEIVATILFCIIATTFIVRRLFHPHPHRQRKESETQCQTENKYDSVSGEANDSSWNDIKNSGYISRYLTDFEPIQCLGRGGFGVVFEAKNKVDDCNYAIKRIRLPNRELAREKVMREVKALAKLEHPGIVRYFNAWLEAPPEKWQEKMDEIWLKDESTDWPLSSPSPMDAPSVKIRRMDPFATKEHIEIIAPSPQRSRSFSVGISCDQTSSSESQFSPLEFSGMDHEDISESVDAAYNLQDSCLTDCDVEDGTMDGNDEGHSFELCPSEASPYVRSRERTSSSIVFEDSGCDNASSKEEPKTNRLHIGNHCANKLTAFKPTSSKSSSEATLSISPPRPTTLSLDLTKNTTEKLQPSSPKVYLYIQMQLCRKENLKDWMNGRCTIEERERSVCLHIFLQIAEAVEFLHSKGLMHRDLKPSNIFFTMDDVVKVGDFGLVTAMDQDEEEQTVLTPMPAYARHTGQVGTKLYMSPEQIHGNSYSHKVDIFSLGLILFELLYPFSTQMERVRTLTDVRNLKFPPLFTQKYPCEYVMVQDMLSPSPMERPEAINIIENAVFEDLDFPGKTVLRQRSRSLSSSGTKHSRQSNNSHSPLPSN
eIF4E-4G inh: eIF4E–eIF4G protein interaction inhibitors, primary screen, biochemical, uHTS, TR-FRET, eIF4GI fragment; TR-FRET eIF4E-eIF4GI(517-606) binding, 2 h; AID 782, 2007; 0.37% of 220,000 active; inhibition, % at 21.7 µM; Eukaryotic translation initiation factor 4E (Mus musculus) + Eukaryotic translation …;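 active = inhibition above about 30%, limit read from the data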;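 note: 0% = full FRET control wells and 100% = background wells lacking eIF4GI fragment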
KCC2 mod: KCC2 cotransporter modulators, thallium flux, primary screen, cell-based, HEK293 KCC2, FluoZin-2 fluorescence, MLSMR | Solute carrier family 12 member 5 (Homo sapiens), Q9H2X9 | KCC2 cells, thallium flux FluoZin-2 fluorescence | B-score of Tl+ flux slope (higher = more flux/activation; lower = inhibition) at 10 µM | 2.2% of 190,000 active;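 active = thallium flux slope and its plate-corrected score both differing from the plate sample mean at a set confidence after two filtering rounds, in either direction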;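 note: slope of fluorescence scaled to starting intensity during 10 to 20 s after thallium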
MDM2 E3 inh: MDM2-luciferase reporter signal enhancers, primary screen, MDM2 E3 ligase inhibitor project, cell-based, luminescence, 1536-well. cell-based MDM2 ubiquitination luciferase reporter, 2 h; 0 = plate control, 100 = twice control, blank-subtracted. 0.11% of 210,000 active. signal enhancement, % at 5 µM. E3 ubiquitin-protein ligase Mdm2 (Homo sapiens), Q00987;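 active = signal enhancement of 30% or more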;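 note: luminescence tracks abundance of the self-degrading MDM2-luciferase fusion protein; higher signal means inhibition of MDM2 E3 ligase activity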
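System: stable MDM2–luciferase fusion reporter cells / Input: 2000 cells seeded into each well / Schedule: 4 h settle plus 2 h compound, 37 °C / Compound: single-point 5 µM / Buffer or medium: cells held in DMEM / Benchmarks: control and blank well means / Evaluation: percent signal gain over controls, blank-subtracted / Measured by: luciferase luminescence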
An asterisk follows results filed as active; i = inactive; nt = no result given; [ ] = remark or other dose.

Start of the data: the first 4 compounds (preview)
1: COc1cccc(CC(=S)N2CCOCC2)c1
2: Clc1ccc(C2CC(c3cccs3)n3ncnc3N2)cc1 (configuration not stated)
3: CCc1ccc(CN2C(=O)c3ccccc3C2C(=O)NCc2cccnc2)cc1 (configuration not stated)
4: Nc1nc(CSc2ncccn2)nc(Nc2ccccc2)n1
entry no.,1,2,3,4
Rad51 HR inh,nt,nt,-1,-1
TNF necrop inh,2.9,0.8,1.5,1.0
EBV gp42 block,-5,-1,8,-11
Calpain2 inh,-11,16,2,-13
L929 necroptosis,0.8,-0.5,0.3,0.8
PERK inhibitor,1.0,0.0,-0.5,0.0
eIF4E-4G inh,3,2,-1,4
KCC2 mod,0.44,-0.23,0.043,nt
MDM2 E3 inh,-21,-9,-8,-22

The list itself (from the top)
1: COc1cccc(CC(=S)N2CCOCC2)c1
2: Clc1ccc(C2CC(c3cccs3)n3ncnc3N2)cc1 (configuration not stated)
3: CCc1ccc(CN2C(=O)c3ccccc3C2C(=O)NCc2cccnc2)cc1 (configuration not stated)
4: Nc1nc(CSc2ncccn2)nc(Nc2ccccc2)n1
5: COc1ccccc1N1C(=O)[C@@H]2C(C(=O)CN3C(=O)c4ccccc4C3=O)=NN[C@@H]2C1=O
6: COc1ccc2c(c1)c(=O)oc1cc3occ(C(C)(C)C)c3cc12
entry no.,1,2,3,4,5,6
Rad51 HR inh,nt,nt,-1,-1,nt,2
TNF necrop inh,2.9,0.8,1.5,1.0,1.8,0.4
EBV gp42 block,-5,-1,8,-11,29,-10
Calpain2 inh,-11,16,2,-13,29,-1
L929 necroptosis,0.8,-0.5,0.3,0.8,0.1,0.8
PERK inhibitor,1.0,0.0,-0.5,0.0,-1.2,0.1
eIF4E-4G inh,3,2,-1,4,-1,4
KCC2 mod,0.44,-0.23,0.043,nt,0.0056,-0.052
MDM2 E3 inh,-21,-9,-8,-22,-4,-6

7: CCOC(=O)c1cnn(-c2ccc(F)cc2)c1N
8: Cc1nn2c(N3CCN(C4CCCC4)CC3)cc(C(C)(C)C)nc2c1-c1ccccc1
9: O=C(Cn1nnc2ccccc21)OCC(=O)c1ccc(Cl)cc1
10: Cc1cccc(-n2[nH]c(C)c(C=Nc3ccc4[nH]c(=O)[nH]c4c3)c2=O)c1
11: COC(=O)c1cc(-c2c(C)nn(-c3ccccc3)c2C)n[nH]1
12: COC1=Cc2c(ccc3ccc(=O)oc23)OC1(C)C
entry no.,7,8,9,10,11,12
Rad51 HR inh,7,2,25,nt,10,-7
TNF necrop inh,1.6,0.6,0.9,1.5,0.3,-0.2
EBV gp42 block,-11,-8,-3,3,-2,-6
Calpain2 inh,14,-21,26,-33,-22,27
L929 necroptosis,0.8,0.6,-0.1,1.4,0.0,1.1
PERK inhibitor,1.1,0.7,0.1,1.1,-0.3,0.0
eIF4E-4G inh,3,-15[fluorescence artefact?],-8,5,1[fluorescence artefact?],nt
KCC2 mod,0.36,0.072,-0.43,0.84,0.14,0.0076
MDM2 E3 inh,-1,-14,nt,nt,4,-18

13: O=C(Cn1c(=O)n(CCCCC(=O)NC2CCCC2)c(=O)c2ccccc21)NCCC1=CCCCC1
14: COc1ccc(-c2nnc(SCC(=O)Nc3ncc(C)s3)n2-c2ccccc2)cc1OC
15: COC(=O)/C=C1\N/C(=N\c2nc(C)cc(C)n2)N(c2ccc(Cl)cc2)C1=O
16: CCOC(=O)N1CCN(CC(=O)c2ccc3c(c2)CCN3)CC1
17: CCc1ccccc1NC(=O)CN1C(=O)C2CCCN2c2ncc(Cl)cc21 (configuration not stated)
18: O=C(NNC1=Nc2ccccc2SC1)c1ccc(Cl)cc1
entry no.,13,14,15,16,17,18
Rad51 HR inh,8,-8,17,3,2,10
TNF necrop inh,-4.1,-9.5,-5.2,0.0,-0.8,-0.4
EBV gp42 block,13,-2,-1,-16,-11,6
Calpain2 inh,14,-28,-8,4,-19,-12
L929 necroptosis,0.1,0.2,0.9,1.0,1.2,1.8
PERK inhibitor,0.6,-1.1,-1.1,1.2,-1.6,-3.0
eIF4E-4G inh,-11,-3,-2,-2[fluorescence artefact?],1,3
KCC2 mod,nt,0.35,0.91,nt,nt,5.5*
MDM2 E3 inh,-5,-25,-12,-27,-7,-11

19: COC(=O)CCCC1=CC2=CC(=O)C(C)(OC(=O)c3cccs3)C(=O)C2=CN1C1CCCC1 (configuration not stated)
20: CC(=O)Oc1ccc(C(=O)[C@H]2[C@H]3C(=O)N(c4ccccc4)C(=O)[C@H]3[C@@H]3C=CC=NN32)cc1
21: O=c1[nH]c2cc3c(cc2cc1CN(CCCO)Cc1nnnn1Cc1ccc(F)cc1)OCO3
22: CC(C)(C)c1ccc(-c2nnc(SC3CCOC3=O)n2Cc2ccccc2)cc1 (configuration not stated)
23: O=C(Nc1ccccc1-c1nc2ccccc2s1)c1ccc(Br)o1
24: CCn1cc(C2=NOC(C(=O)Nc3cc(OC)c(Cl)cc3OC)C2)c(C)n1 (configuration not stated)
entry no.,19,20,21,22,23,24
Rad51 HR inh,-1,-2,-12,nt,0,-6
TNF necrop inh,0.5,0.7,-0.1,0.1,0.3,2.1
EBV gp42 block,-8,-16,-7,1,-17,-5
Calpain2 inh,18,-6,-66,21,4,-12
L929 necroptosis,-0.8,-0.6,-0.4,-0.4,0.6,2.5
PERK inhibitor,nt,1.1,1.3,0.3,0.1,0.1
eIF4E-4G inh,-1,1[fluorescence artefact?],2,2[fluorescence artefact?],-1,-6
KCC2 mod,-0.0031,0.3,0.64,-2,0.19,nt
MDM2 E3 inh,-3,-5,10,-9,-13,-8

25: COc1ccccc1N/C(=N/S(=O)(=O)c1ccc(Cl)cc1)c1ccccc1
26: COc1ccc(OC)c(NC(=O)CNC(=O)Cn2cnc3ccccc3c2=O)c1
27: Cc1ccccc1OCC(=O)O/N=C(\N)Cc1cccs1
28: CCc1ccc(/C=C2\CN(CC)Cc3c2nc2ccccc2c3C(=O)O)cc1
29: Cc1nnc(SCC(=O)Nc2ccccc2F)n1Cc1ccco1
30: COc1cc(NC(=O)c2cccc(Cl)c2)ccc1NC(=O)c1cccs1
entry no.,25,26,27,28,29,30
Rad51 HR inh,6,5,3,-4,30,-5
TNF necrop inh,-4.0,2.8,-0.1,-3.5,0.8,4.0
EBV gp42 block,-13,-13,-9,-2,-11,4
Calpain2 inh,4,1,-1,-50,4,i
L929 necroptosis,-0.2,0.3,-0.5,-0.6,0.2,8.6
PERK inhibitor,-1.4,0.4,1.6,-0.4,-0.7,0.0
eIF4E-4G inh,-2,3,-7,-6,-9,-5
KCC2 mod,nt,-0.12,-1.3,1.3,0.33,-0.17
MDM2 E3 inh,-1,-11,-32,6,nt,-4

31: COc1ccc(CNC(=O)Cn2cc(C(F)(F)F)ccc2=O)cc1
32: CCN(C(=O)Cc1c(C(=O)O)[nH]c2ccccc12)c1cc(OC)ccc1OC
33: COc1ccc(C2C(C(C)=O)=C(O)C(=O)N2CCc2ccccc2)c(OC)c1 (configuration not stated)
34: O=C(Cn1nnc(-c2ccccc2)n1)Nc1ccc2c(c1)OCO2
35: S=C(NCc1ccco1)Nc1ccc2c(c1)OCCO2
36: COC(=O)c1c(NC(NC(=O)C(C)C)C(Cl)(Cl)Cl)sc2c1CCCC2 (configuration not stated)
entry no.,31,32,33,34,35,36
Rad51 HR inh,-1,7,-4,-6,25,28
TNF necrop inh,2.4,-0.2,0.1,0.8,-2.5,1.1
EBV gp42 block,-32,3,9,16,4,13
Calpain2 inh,5,-58,6,-5,3,16
L929 necroptosis,0.7,0.7,0.7,-0.3,-0.4,0.7
PERK inhibitor,1.0,0.2,1.4,1.1,0.3,-0.5
eIF4E-4G inh,1,-7,-2,2,2,0[fluorescence artefact?]
KCC2 mod,1.1,-0.21,nt,nt,-0.17,-0.17
MDM2 E3 inh,-8,-1,-17,-9,-28,-34

37: CCCCCCOc1ccc(C(=O)O)cc1C#N
38: COc1ccc(C(=O)Oc2ccc3oc(=O)sc3c2)cc1
39: Cc1cc(NS(=O)(=O)c2ccc(NC(=S)NC(=O)c3ccncc3)cc2)no1
40: COc1cccc(/C=C/C(=O)OCC(=O)NCc2ccc(Cl)cc2)c1
41: O=C(NCc1ccco1)C(=S)N1CCCC1
42: CCOC(=O)C1(C)Oc2ccc(S(=O)(=O)CC)cc2NC1=O (configuration not stated)
43: COc1ccc(-c2csc3ncnc(Nc4ccc(O)cc4)c23)cc1
44: CCOC(=O)NC(Nc1nc2ccccc2s1)(C(=O)OCC)C(F)(F)F (configuration not stated)
45: O=C1C2CCCCN2C(=O)N1CCCCN1CCN(c2ccc([N+](=O)[O-])cc2)CC1 (configuration not stated)
entry no.,37,38,39,40,41,42,43,44,45
Rad51 HR inh,nt,2,23,14,6,-8,nt,1,-6
TNF necrop inh,2.9,-13,0.8,1.9,1.0,0.3,-1.3,-0.1,-1.8
EBV gp42 block,6,-7,-11,-15,-16,1,-3,1,5
Calpain2 inh,10,20,11,-7,-13,-19,29,-30,19
L929 necroptosis,nt,0.1,-0.1,1.0,3.4,1.4,1.7,-0.2,-1.0
PERK inhibitor,-0.8,0.2,0.1,0.2,0.9,-0.2,2.2,0.0,0.2
eIF4E-4G inh,4,-1,1,-1,-1,-2,2,1,1
KCC2 mod,-0.61,0.36,0.88,0.12,1.1,nt,0.2,0.52,2
MDM2 E3 inh,-15,-18,-3,6,-7,-21,-6,-18,-1

Reprinted from the results shown (three entries):
43: COc1ccc(-c2csc3ncnc(Nc4ccc(O)cc4)c23)cc1
44: CCOC(=O)NC(Nc1nc2ccccc2s1)(C(=O)OCC)C(F)(F)F (configuration not stated)
45: O=C1C2CCCCN2C(=O)N1CCCCN1CCN(c2ccc([N+](=O)[O-])cc2)CC1 (configuration not stated)
entry no.,43,44,45
Rad51 HR inh,nt,1,-6
TNF necrop inh,-1.3,-0.1,-1.8
EBV gp42 block,-3,1,5
Calpain2 inh,29,-30,19
L929 necroptosis,1.7,-0.2,-1.0
PERK inhibitor,2.2,0.0,0.2
eIF4E-4G inh,2,1,1
KCC2 mod,0.2,0.52,2
MDM2 E3 inh,-6,-18,-1
